# rCAG RNA binder: r(CAG) repeat RNA binding | TO-PRO-1 dye displacement fluorescence | inhibition, % at 3 µM | hit rate 1.3% among 370,000;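 active = inhibition above the plate cutoff, the mean of all test compounds on that plate plus 3 SD, cut at about 35% in these data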;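 also: 0% = DMSO alone and 100% = 100 µM mitoxantrone as full dye displacement; higher means more dye released from RNA so lower well fluorescence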
# PG9 binder: small molecules binding HIV-1 gp120 antibody PG9 | hit rate 0.43% among 360,000 | inhibition, % at 6.7 µM | AID 624416 | TR-FRET gp120-PG9 antibody binding; in the data active = inhibition above about 8.5%
# LEDGF integ inh: blocks HIV-1 LEDGF/p75-dependent DNA integration. TR-FRET IN-LEDGF/p75 DNA integration, Eu/Cy5. inhibition, % at 3.7 µM. hit rate 0.64% among 370,000. AID 743269;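 active = inhibition above the screen-wide mean plus 3 SD, cut at about 13% in these data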;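 also: signal is the Cy5 over europium emission ratio at 671 and 618 nm; 0% = plate median of compound wells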
# TDP2 absorb: TDP2 (human) inhibition, absorbance primary screen. AID 720702. recombinant TDP2, T5PNP hydrolysis, p-nitrophenol absorbance 415 nm. hit rate 0.34% among 370,000. O95551. inhibition, % at 12.8 µM;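 active = inhibition above the mean of all tested compounds plus 3 SD, set per campaign, cut at about 25% in these data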;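 also: 0% = DMSO with enzyme and 100% = buffer with substrate but no TDP2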
#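 System – recombinant human TDP2 · Quantity – TDP2 enzyme at 120 nM final · Doses – single concentration, 12.8 µM nominal, with 1% DMSO · Incubation – 2 h at 37 °C · Measured by – epi absorbance of p-nitrophenol freed from T5PNP by hydrolysis · Read-out – % inhibition relative to enzyme-containing and enzyme-free wells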
# PRMT1 inh: blocks human protein arginine methyltransferase 1. inhibition, % at 2.79 µM. AID 652257. hit rate 1.3% among 370,000. Q99873. recombinant PRMT1, activity-based probe fluorescence polarization;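 active = inhibition above about 21% made by adding two undisclosed values, limit read from the data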
# ABHD4 inh: ABHD4 (mouse) inhibition, primary FP screen; purified mABHD4, FP-Rh probe fluorescence polarization; inhibition, % at 8.92 µM; hit rate 0.54% among 370,000; Q8VD66;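 active = inhibition exceeding the mean over every tested compound plus 3 SD, cut at about 30% in these data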;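 also: 0% = plate median of compound wells and 100% = S159A mutant with DMSO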
# Target sequence (Q8VD66 whole entry, looked up): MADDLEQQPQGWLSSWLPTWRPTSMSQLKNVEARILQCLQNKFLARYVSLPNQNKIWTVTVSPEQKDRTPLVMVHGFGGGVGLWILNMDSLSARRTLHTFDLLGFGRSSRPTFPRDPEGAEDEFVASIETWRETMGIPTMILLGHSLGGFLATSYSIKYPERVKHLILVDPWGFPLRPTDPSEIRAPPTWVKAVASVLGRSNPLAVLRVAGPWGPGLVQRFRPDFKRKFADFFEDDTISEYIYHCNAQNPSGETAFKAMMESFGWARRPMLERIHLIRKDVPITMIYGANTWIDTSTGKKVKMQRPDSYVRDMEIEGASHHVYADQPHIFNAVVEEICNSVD
#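 system = mouse ABHD4 enzyme, wild type | medium = HEPES pH 7.0, NaCl, Pluronic buffer | also added = FP-Rh probe | incubation = Enzyme–compound pre-incubation 45 min, then probe 60 min, both 25 °C | technique = fluorescence polarization, excitation 525 nm, emission 598 nm, BODIPY TMR filters | controls = S159A mutant high control, sample median low control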
# NR1D1 modulator: modulates human Rev-erb alpha binding to DNA | hit rate 0.79% among 370,000 | Rev-erbα–FITC-DNA binding, fluorescence polarization, 90 min | activity, % at 10 µM;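 active = activity above about 14%, limit read from the data; passing the limit was not always enough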;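 also: 0% = DMSO wells with 35 nM protein and 100% = DMSO wells with 750 nM protein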
# TCR CD3 inh: human TCR-CD3 binding inhibition | TAMRA-labeled TCR probe fluorescence, biochemical | inhibition, % at 9.4 µM | AID 651800 | hit rate 0.37% among 360,000; in the data active = inhibition above about 19%;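 also: recombinant mutant TCR 2C K166C tagged with TAMRA read by polarization; 0% = receptor in buffer alone and 100% = receptor with positive control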
# SIAE inh: blocks human sialic acid acetylesterase; SIAE FP-Rh probe binding, fluorescence polarization; inhibition, % at 9.66 µM; hit rate 0.69% among 370,000;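 active = inhibition above a cutoff: mean of compounds within the control limits plus 3 SD of those, cut at about 17% in these data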;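 also: 0% = plate median of compound wells and 100% = probe without SIAE protein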
# HTRA1 inhibitor: HTRA1 (human) protease inhibition. Q92743. recombinant HTRA1, FP-rhodamine activity-based probe, fluorescence polarization. inhibition, % at 5.96 µM. hit rate 0.5% among 340,000; in the data active = inhibition above about 36%;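 also: 0% = enzyme with DMSO and 100% = wells lacking enzyme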
# Target sequence (Q92743 whole entry, looked up): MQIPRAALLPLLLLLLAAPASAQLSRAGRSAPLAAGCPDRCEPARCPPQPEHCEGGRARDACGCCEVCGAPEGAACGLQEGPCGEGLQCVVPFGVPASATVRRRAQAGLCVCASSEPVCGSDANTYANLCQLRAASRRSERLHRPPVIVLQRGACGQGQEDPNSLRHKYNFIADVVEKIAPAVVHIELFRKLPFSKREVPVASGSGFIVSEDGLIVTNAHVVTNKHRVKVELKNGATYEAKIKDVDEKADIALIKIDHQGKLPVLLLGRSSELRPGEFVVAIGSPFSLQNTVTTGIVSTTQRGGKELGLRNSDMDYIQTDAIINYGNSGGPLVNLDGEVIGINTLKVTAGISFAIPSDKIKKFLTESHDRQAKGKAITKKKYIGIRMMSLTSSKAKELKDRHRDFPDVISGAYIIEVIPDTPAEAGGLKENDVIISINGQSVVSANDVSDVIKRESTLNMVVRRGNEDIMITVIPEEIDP
# Numbers without * were called inactive; . = no result given. These rows are one share of the data. The share of hits here may be higher or lower than overall.
no.	SMILES	rCAG RNA binder	PG9 binder	LEDGF integ inh	TDP2 absorb	PRMT1 inh	ABHD4 inh	NR1D1 modulator	TCR CD3 inh	SIAE inh	HTRA1 inhibitor
1	CCN(CC)C(=O)CNc1ccc(C(F)(F)F)cc1[N+](=O)[O-]	0	-2.0	-7	-9	-2	4	4	7	-2	-1
2	Cc1ccc(NC(=O)CN(C)C(=O)COc2cccc3cccnc23)cc1	-1	-0.6	1	8	-2	5	-3	-3	0	10
3	C=CCOc1cccc(/C=C/c2nc3ccccc3c(=O)[nH]2)c1	5	0.3	0	0	-1	-4	3	2	-2	-9
4	CN1CCN(S(=O)(=O)c2cccc(C(=O)N3CCN(c4ccccc4)CC3)c2)CC1	0	0.9	-2	0	2	0	-5	0	-6	-3
5	CCOC(=O)CCCNC(=O)CN1C(=O)NC(CCc2ccccc2)C1=O (stereo not given)	3	-0.5	2	0	0	-2	1	4	0	7
6	COc1ccc(C(=O)/C(C#N)=N/Nc2ccc([N+](=O)[O-])cc2)cc1	6	1.0	-4	-1	3	8	44*	-5	-5	7
7	CNc1cnn(-c2ccccc2)c(=O)c1Cl	2	3.5	5	-2	3	-8	2	0	-7	1
8	CC(C)(C)c1ccc(OCC(O)CSc2ncn[nH]2)cc1 (stereo not given)	-5	-0.1	1	6	1	8	3	-7	3	-6
9	CO/N=C(/COc1ccc(F)cc1)c1ccc(OC)cc1	-3	-0.6	4	-22	0	-7	-6	-4	-5	4
10	CCCCC(CC)CNC(=O)CCS(=O)(=O)c1cccc2nsnc12 (stereo not given)	-5	-0.1	-2	-9	3	12	5	-10	2	4

# Complete entries, looked up by structure. Screens in order: rCAG RNA binder	PG9 binder	LEDGF integ inh	TDP2 absorb	PRMT1 inh	ABHD4 inh	NR1D1 modulator	TCR CD3 inh	SIAE inh	HTRA1 inhibitor
# Cc1ccc(NC(=O)CN(C)C(=O)COc2cccc3cccnc23)cc1 in the list: -1	-0.6	1	8	-2	5	-3	-3	0	10
# COc1ccc(C(=O)/C(C#N)=N/Nc2ccc([N+](=O)[O-])cc2)cc1 in the list: 6	1.0	-4	-1	3	8	44*	-5	-5	7
# C=CCOc1cccc(/C=C/c2nc3ccccc3c(=O)[nH]2)c1 in the list: 5	0.3	0	0	-1	-4	3	2	-2	-9

# The results go on:
no.	SMILES	rCAG RNA binder	PG9 binder	LEDGF integ inh	TDP2 absorb	PRMT1 inh	ABHD4 inh	NR1D1 modulator	TCR CD3 inh	SIAE inh	HTRA1 inhibitor
11	CCOC(=O)N1CCN(S(=O)(=O)N2CCCC(C(=O)NCc3ccc(C)cc3)C2)CC1 (stereo not given)	2	1.0	-1	3	-3	-4	12	-2	3	0
12	C[C@H]1[C@@H](OC(=O)NCc2cccc(Cl)c2)CC[C@@]23CCCN2C(=O)CCC[C@@H]13	.	.	2	-4	6	2	-2	.	4	.
13	CCc1cc(=O)[nH]c(SCC(=O)NCc2ccc3c(c2)OCO3)n1	3	-1.4	3	-8	-1	-7	-6	-6	-6	-4
14	O=C(NCC1COc2ccccc2O1)c1cc(S(=O)(=O)N2CCOCC2)c(Cl)cc1Cl (stereo not given)	2	-0.3	-1	-7	3	-1	5	10	-6	-11
15	COc1cccc(NC(=O)CN(C)C(=O)c2cc(-c3ccccc3)nc3ccc(C)cc23)c1	4	-1.2	2	-2	-1	-12	14	-1	3	-18
16	CC(C)Oc1cccc(C(=O)Nc2ncn[nH]2)c1	1	-1.4	3	-6	-2	-3	-1	-7	-1	3
17	COc1ccc(CC(=O)Nc2cccc3ccccc23)cc1OC	2	0.1	-1	-12	2	1	0	1	-2	-4
18	O=C(Nc1ccccc1C(=O)NC(Cc1ccccc1)C(=O)NC1CCCCCC1)c1ccccc1 (stereo not given)	0	5.2	0	5	-3	-4	6	4	-14	-7
19	Cn1cc(Cl)c(/C(N)=N/OC(=O)c2ccccc2C(F)(F)F)n1	-1	-0.3	0	4	2	1	-5	6	-5	-3
20	CCOC(=O)CSc1ccc(-c2nc3cc(C)c(C)cc3[nH]2)cn1	7	-3.6	-2	7	-3	-11	6	8	-8	-30
21	CCC(=Nc1ccccc1O)C1=C(O)CC(c2ccccc2)CC1=O (stereo not given)	1	-2.0	3	-1	18	15	2	-2	6	35
22	COc1ccc(OC)c(NC(=O)Cn2c(C)nc3ccccc3c2=O)c1	0	1.8	0	5	-1	4	-4	-1	6	0
23	COc1ccc(OCC(=O)Nc2ccc(NC(=O)c3cccs3)c(OC)c2)cc1	2	0.6	-7	-10	2	1	0	1	3	-4
24	COc1ccc(CC(=O)NN2C(=O)c3ccccc3C2=O)cc1	0	-1.6	0	-13	-3	2	2	1	-1	-1
25	O=C(NC1CCCC1)C1CCCN1S(=O)(=O)c1cccc2cccnc12 (stereo not given)	-3	-0.3	-2	2	4	-6	-6	-3	-1	-4
26	O=C(CSc1ccc2nnc(-c3cccnc3)n2n1)NCc1ccco1	2	1.2	-3	8	18	-2	-3	0	2	0
27	COc1ccc(CC(=O)NNc2ncnc3c2cnn3C)cc1OC	1	0.4	1	16	-2	7	-2	4	1	5
28	CC(C)CCNC(=O)[C@H](CSCc1ccccc1)N1Cc2ccccc2C1=O	1	0.3	-1	-5	3	-1	-8	-2	4	-18
29	CCCCn1c(N)c(N(CC(C)C)C(=O)CCNC(=O)c2ccc([N+](=O)[O-])cc2)c(=O)[nH]c1=O	-2	2.2	-2	-2	-1	-3	4	4	5	-6
30	ClCCn1cnc2c(SCc3ccccc3Cl)ncnc21	-1	-1.6	5	-14	-8	-6	6	6	-9	-20
31	C[C@H]1CN=C(Nc2ccccc2)N1CC1CCC1	1	-3.5	0	5	-3	2	-4	5	4	-5
32	Cc1ccccc1CNC(=O)C(=O)NCCC1CCCCN1S(=O)(=O)c1cccs1 (stereo not given)	-2	1.9	-4	-2	2	6	-7	-3	9	-10
33	CCn1cc(CNC(=O)c2c(-c3c(Cl)cccc3Cl)noc2C)c(C)n1	-1	0.4	-4	-1	0	-2	0	-2	5	0
34	C#CCOC(=O)c1ccccc1C(=O)O	0	1.0	-4	-7	0	-3	3	1	-7	-4
35	CC(Oc1ccc(-c2ccccc2)cc1)C(=O)N1CCOCC1 (stereo not given)	-12	-1.1	4	11	-4	-2	7	0	0	-4
36	CC1C(c2ccccc2)OCCN1C=NC#N (stereo not given)	0	-0.9	-5	8	1	1	-3	-5	1	1
37	CN(C(=O)COC(=O)c1cc([N+](=O)[O-])ccc1N1CCCC1)C1CCS(=O)(=O)C1 (stereo not given)	-1	0.9	4	-22	-6	-5	0	2	7	-3
38	COc1ccccc1CNC(=O)c1ccc(N(C)S(=O)(=O)c2ccc(C)cc2)cc1	-3	-0.6	0	13	0	-3	-2	-3	2	0
39	CC(C)(C)NC(=O)CSc1nc(-c2ccccc2)c(-c2ccccc2)[nH]1	1	-3.1	1	-10	-1	11	-2	4	2	2
40	Nc1cc(C(=O)OCC(=O)N2CCCC2=O)ccc1Cl	2	-1.3	-3	13	-1	4	-5	6	4	0
41	O=C(N/N=C/c1cccs1)c1cc(-c2ccc3ccccc3c2)n[nH]1	22	-1.4	2	2	-2	-54	0	7	-40	-48
42	Cc1ccc(C(=O)O)cc1NC(=O)CSc1ncnc2sc3c(c12)CCC3	2	-0.9	1	2	-3	-3	1	-1	0	0
43	COc1cc(/C=N/NC(=O)c2ccncc2)ccc1OC(=O)c1cccc(Br)c1	6	-2.0	0	17	0	-66	-1	4	-82	-23
44	O=C(CSc1ccc(S(=O)(=O)N2CCCC2)cn1)Nc1ccc([N+](=O)[O-])cc1C(F)(F)F	5	0.0	-1	3	3	-1	1	7	0	-7
45	CC(C)Oc1cc(F)ccc1-c1cc(C(=O)Nc2cccc(Cl)c2)[nH]n1	8	1.0	3	-13	-8	-107	-1	1	-107	.
46	O=C(COC(=O)CNC(=O)c1ccccc1)Nc1ccc2c(c1)OCO2	1	-2.1	3	-12	-3	-1	-2	6	2	7
47	Cc1c(C(=O)NCCSCc2c(F)cccc2Cl)cnn1-c1ccc(Cl)cc1	-6	-2.2	0	-5	-2	-13	-3	-6	-1	.
48	CC1CN(c2oc(COc3ccc(Cl)cc3Cl)nc2C#N)CC(C)O1 (stereo not given)	0	-0.1	-1	3	-1	-3	2	-6	1	-17
49	COc1ccc(/C=C/C(=O)NCCCN2CCOCC2)cc1	-2	-3.3	-2	3	-2	-3	6	3	-2	10
50	O=C(COc1ccc(S(=O)(=O)N2CCCC2)cc1[N+](=O)[O-])N1CCCC1	0	-0.7	7	-8	-6	4	-2	2	-5	4
51	Cc1cc(F)ccc1C(O)c1ncc(-c2ccccc2Cl)[nH]1 (stereo not given)	1	0.5	-4	4	1	-2	0	-2	2	.
52	O=C(C1CC1)N1CCc2cc(S(=O)(=O)N3CCOCC3)ccc21	-2	-1.2	0	0	0	2	-1	3	-2	5
53	O=C1c2ccccc2C(=O)N1CCCCSc1nc2ccccc2o1	-7	-2.2	-2	5	-2	-10	-3	0	0	-19
54	CCCSc1nc(O)c(C(c2ccc(OC)c(O)c2)c2c(O)nc(SCCC)n(C)c2=O)c(=O)n1C	46*	-0.2	1	6	15	10	-3	-4	8	4
55	CC1(C)CC(=O)c2cc(NC(=O)c3ccc(F)cc3)c(=O)oc2C1	1	-0.3	-5	13	2	6	0	-8	-2	-1
56	COc1ccc(NC(=O)Nc2ccc(O)c3ccccc23)cc1	12	-7.3	15*	45*	5	25	-37	4	10	.
57	CC12CCC(=O)N1C(C(=O)OCC(=O)Nc1ccc(C(F)(F)F)cc1)CS2 (stereo not given)	1	-0.9	1	12	0	0	-3	3	9	5
58	COc1ccc(OC)c(S(=O)(=O)Nc2cc(OC)c(Cl)cc2OC)c1	-6	0.3	-2	4	-2	-2	3	2	7	-3
59	COC(=O)CC1C(=O)NCCN1C(=O)CSc1nnnn1-c1ccc(Cl)cc1 (stereo not given)	-3	-0.3	-5	-11	-2	0	2	5	1	-7
60	Cc1ccc(N2CC(C(=O)NCCS(=O)(=O)N3CCN(c4ccccc4F)CC3)CC2=O)cc1 (stereo not given)	-3	-1.7	-7	-4	1	5	-2	-5	-1	2

# Additional results.
no.	SMILES	rCAG RNA binder	PG9 binder	LEDGF integ inh	TDP2 absorb	PRMT1 inh	ABHD4 inh	NR1D1 modulator	TCR CD3 inh	SIAE inh	HTRA1 inhibitor
61	CC(=O)c1c(C)[nH]c(C(=O)OCC(=O)Nc2ccc(Cl)c(S(=O)(=O)N(C)C)c2)c1C	10	-0.1	1	-4	1	-3	-3	6	-24	-17
62	OC1CCCN(Cc2c3ccccc3cc3ccccc23)C1 (stereo not given)	-5	-8.3	-2	9	4	1	-1	-5	3	-7
63	CCOc1ccc(-n2c(SCc3nc(-c4ccc(C)cc4)no3)nnc2-c2ccncc2)cc1	-3	-0.9	-2	-17	2	-12	-6	-1	-5	-17
64	COc1cc2cc(CCCOC(=O)c3ccc(C#N)cc3)oc(=O)c2cc1OC	-2	1.6	6	-11	-1	-3	-4	-1	-5	-1
65	COc1cccc(C(=O)n2ccc3ccc(-c4ccc5ccn(Cc6ccc(C#N)cc6)c5c4)cc32)c1	24	.	-2	1	6	-14	48*	.	-5	.
66	CCOC(=O)NC(=O)c1cn(Nc2ncc(C(F)(F)F)cc2Cl)c(=O)[nH]c1=O	0	0.6	2	9	-2	-2	-1	-2	-2	5
